TR SRC2 fluor cs: Total Fluorescence Counterscreen for Inhibitors of the Interaction of Thyroid Hormone Receptor and Steroid Receptor Coregulator 2; 0.29% of 280,000 active; TRb/SRC2 Texas Red total fluorescence interference; Potency, µM (top dose mostly 106 µM), for the others: top-dose fluorescence change, negative = quenching; active = well fitted curve in either direction with a large enough effect; inconclusive = small, poorly fitted or top-dose-only effect
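Human TRb ligand-binding domain at 0.6 uM with 20 nM Texas Red SRC2 peptide in Tris buffer containing 1 uM T3 and 5% DMSO, incubated with compound 5 h at ambient temperature. Total fluorescence (555/632 nm) calculated as parallel + 2 × perpendicular.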
Tau fluor cs: Counterscreen qHTS for Inhibitors of Tau Fibril Formation, Fluorescence Polarization | Potency, µM (titrated, usually from 57.7 µM), without a hit: at the top dose activity change, negative = decrease | AID 1463, 2008 | 0.93% of 280,000 active | tau K18 P301L Alexa594 fluorescence, heparin fibrillization; also: nearly all actives have a fitted effect of over 55% in size
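Human tau K18 P301L (15 uM unlabeled, 0.24 uM Alexa 594-labeled) in 100 mM sodium acetate pH 7 with 20 uM heparin, 6 hr at 37 C. ThT 30 uM added, 1 hr ambient; Alexa 594 FP and total fluorescence read at 555/632 nm.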
ALDH1A1 block: qHTS Assay for Inhibitors of Aldehyde Dehydrogenase 1 (ALDH1A1); Potency, µM (series often up to 75.3 µM), for the others: top-dose activity, negative = inhibition, actives largely listed as inhibitors; Purified ALDH1A1, NADH fluorescence, propionaldehyde substrate; Aldehyde dehydrogenase 1A1 (Homo sapiens), P00352; 7.3% of 220,000 active; active = well fitted inhibition curve with a large enough effect, not every such curve was filed as active; inconclusive = small, poorly fitted or top-dose-only effect, or another doubt; inactive = no such curve, though single readings can be large or run the other way;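 also: plate controls were no enzyme wells and a reference inhibitor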
aGal spleen mod: qHTS Assay for Inhibitors and Activators of Human alpha-Galactosidase From Spleen Homogenate; Alpha-galactosidase A (Homo sapiens), P06280; human spleen homogenate, 4MU-alpha-Gal fluorescence, 40 min; Potency, µM (highest dose often 80 µM), for the others: at the highest dose activity change, negative = inhibition, most hits filed as inhibitors; 0.008% of 240,000 active;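 also: 0% = enzyme with vehicle and -100% = no enzyme basal signal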
Target sequence (P06280 32-429 limits assumed): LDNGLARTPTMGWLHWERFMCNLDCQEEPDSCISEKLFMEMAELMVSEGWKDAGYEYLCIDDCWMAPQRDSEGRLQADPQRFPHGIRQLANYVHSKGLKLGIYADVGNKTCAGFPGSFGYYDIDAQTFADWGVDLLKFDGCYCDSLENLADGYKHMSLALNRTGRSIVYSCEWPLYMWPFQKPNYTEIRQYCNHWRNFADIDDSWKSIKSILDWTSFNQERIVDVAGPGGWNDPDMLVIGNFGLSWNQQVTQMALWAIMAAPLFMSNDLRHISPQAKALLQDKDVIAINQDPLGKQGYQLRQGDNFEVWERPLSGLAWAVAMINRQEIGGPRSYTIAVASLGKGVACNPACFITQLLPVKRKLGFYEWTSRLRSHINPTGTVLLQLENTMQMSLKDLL
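qHTS titration in buffer at pH 5.0. Alpha-galactosidase activity in spleen homogenate was measured via 4-methylumbelliferone release from 1 mM fluorogenic substrate after 40 min at 37C and a pH 10 stop. AC50 came from Hill fits of control-normalized data.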
TRb SRC2 PPI: qHTS for Inhibitors of the Interaction of Thyroid Hormone Receptor and Steroid Receptor Coregulator 2. AID 1469, 2008. 0.065% of 280,000 active. TRbeta-SRC2 peptide binding, fluorescence polarization; receptor liganded with 1 µM T3. Thyroid hormone receptor beta (Homo sapiens), P10828. Potency, µM (highest dose often 106 µM), for inactives: top-dose activity change, negative = inhibition, hits mostly inhibitors;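 also: plate controls were bound peptide for no effect and peptide without receptor for full effect; nearly all actives have a fitted effect of over 50% in size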
Target sequence (P10828 whole entry, looked up): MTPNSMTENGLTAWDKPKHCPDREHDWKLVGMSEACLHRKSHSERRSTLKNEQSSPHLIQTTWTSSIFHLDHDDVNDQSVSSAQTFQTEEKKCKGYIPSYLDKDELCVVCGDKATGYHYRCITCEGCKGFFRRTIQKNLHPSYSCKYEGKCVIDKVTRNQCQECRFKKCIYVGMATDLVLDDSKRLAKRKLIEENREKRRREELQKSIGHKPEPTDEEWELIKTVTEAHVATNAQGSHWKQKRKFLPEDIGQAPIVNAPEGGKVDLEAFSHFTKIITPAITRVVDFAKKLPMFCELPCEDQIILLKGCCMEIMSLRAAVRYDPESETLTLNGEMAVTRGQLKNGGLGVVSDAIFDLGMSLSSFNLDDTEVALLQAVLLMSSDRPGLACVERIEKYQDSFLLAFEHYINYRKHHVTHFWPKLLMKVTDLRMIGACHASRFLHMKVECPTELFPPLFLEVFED
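Human TRb LBD (0.6 uM) plus Texas Red-labeled SRC2 peptide (20 nM), 1uM T3, 5% DMSO, 5 hr at ambient temperature. Decreased polarization (555/632 nm) flags inhibition; data normalized to free and bound peptide controls.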
L3MBTL1 block: qHTS Assay for the Inhibitors of L3MBTL1; Lethal(3)malignant brain tumor-like protein 1 (Homo sapiens), Q9Y468; AlphaScreen L3MBTL1–H3K9me1 peptide binding; Potency, µM (top dose mostly 57.1 µM), without a hit: at the top dose activity, negative = inhibition, most hits filed as inhibitors; 0.66% of 230,000 active; also: nearly all actives have a fitted effect of over 60% in size
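L3MBTL1 50 nM + b-AHA-H3(1-15)K9me1 75 nM, 30 min RT; compound added, 30 min RT; streptavidin donor/Ni-chelate acceptor beads 10 ug/mL each final, 30 min RT dark; AlphaScreen read.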
Tau FP inhib: qHTS for Inhibitors of Tau Fibril Formation, Fluorescence Polarization; Microtubule-associated protein tau (Homo sapiens), P10636; K18 P301L tau heparin fibrillization, Alexa594 FP, 6 h; Potency, µM (series often up to 57.7 µM), inactives show at the highest dose activity, negative = inhibition, actives largely listed as inhibitors; 0.39% of 280,000 active; also: nearly all actives have a fitted effect of over 55% in size
Target sequence (P10636 561-689 P618L limits assumed): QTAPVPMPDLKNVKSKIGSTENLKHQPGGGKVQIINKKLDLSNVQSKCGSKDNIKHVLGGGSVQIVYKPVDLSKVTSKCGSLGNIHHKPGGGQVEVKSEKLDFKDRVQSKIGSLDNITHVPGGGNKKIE
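Human K18 P301L fragment (15 uM unlabeled plus 0.24 uM Alexa 594-labeled) in 100 mM sodium acetate pH 7 with compound, aggregation induced by 20 uM heparin for 6 hr at 37 C. ThT (30 uM) added for 1 hr, then Alexa 594 FP read.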
Tau fibril ThT: qHTS for Inhibitors of Tau Fibril Formation, Thioflavin T Binding; Microtubule-associated protein tau (Homo sapiens), P10636; 2.1% of 270,000 active; recombinant tau K18 P301L, heparin-induced fibrillization, ThT fluorescence; Potency, µM (series often up to 57.4 µM), without a hit: top-dose activity, negative = inhibition, most hits filed as inhibitors; also: nearly all actives have a fitted effect of over 55% in size
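Using a mix of unlabeled (15 uM) and Alexa 594-labeled (0.24 uM) tau K18 P301L, heparin-triggered fibrillization over 6 hr at 37 C was scored by ThT fluorescence.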
* = called active by the depositor; ? = inconclusive; . = not tested or not shown; & = joins results of further samples; [ ] = dose if it differs, or a comment. Unless noted, calls follow the shape of the dose curve; as a rule, active = well fitted curve in the direction sought with a large enough effect; inconclusive = small, poorly fitted or top-dose-only effect, or another doubt; inactive = no such curve, though single readings can be large; an effect the other way counts as inactive or inconclusive. Unless noted, % is scaled to controls: 0 for no effect and ±100 for the full control effect; potency is read from the fitted curve at half-maximal effect.

1. O=c1[nH]c(SCc2ccc(Cl)cc2)nc2[nH]ncc12
2. COc1ccccc1C1=NNC(=Nc2cccc(S(=O)(=O)N(C)C)c2)SC1
3. CCOc1ccc(CNC(=O)C2CCCN(c3nnc(C)c4c(C)n(-c5ccccc5)nc34)C2)cc1 (stereo not given)
4. O=c1cc(N2CCN(c3ccc(F)cc3)CC2)[nH]c(=O)n1C1CCCCC1
5. CCOCCCNC(=O)C(c1ccc(OC)cc1)N(Cc1cccs1)C(=O)c1ccccc1O (stereo not given)
6. O=C(CN1CCN(Cc2ccc(Cl)cc2)CC1)N/N=C/c1c[nH]c2ccccc12
7. Cc1ccc(S(=O)(=O)C(CNC(=O)C(=O)NCCc2ccc(Cl)cc2)c2cccs2)cc1 (stereo not given)
8. Cc1ccc(S(=O)(=O)c2nc(NCCN(C)C)sc2Cl)cc1
Screen / compound no.,1,2,3,4,5,6,7,8
TR SRC2 fluor cs,-5%,-3%,-1%,-1%,-5%&0%,3%,-1%,2%
Tau fluor cs,-1%,-23%,-23%,-1%,-3%&-11%,?,-6%,-14%
ALDH1A1 block,8%,35µM*,.,?,?,4%,.,-2%
aGal spleen mod,-5%,1%,.,11%,3%,7%,.,-5%
TRb SRC2 PPI,1%,-11%,-3%,-8%,-3%&6%,4%,-4%,3%
L3MBTL1 block,.,?,.,3%,.,-7%,.,.
Tau FP inhib,2%,?,-9%,-3%,5%&-6%,?,?,-7%
Tau fibril ThT,-5%,?,?,-14%,-3%&-7%,-17%,5%,-4%

Some of the entries so far, with bars between the fields:
No. | SMILES | TR SRC2 fluor cs | Tau fluor cs | ALDH1A1 block | aGal spleen mod | TRb SRC2 PPI | L3MBTL1 block | Tau FP inhib | Tau fibril ThT
3 | CCOc1ccc(CNC(=O)C2CCCN(c3nnc(C)c4c(C)n(-c5ccccc5)nc34)C2)cc1 (stereo not given) | -1% | -23% | . | . | -3% | . | -9% | ?
6 | O=C(CN1CCN(Cc2ccc(Cl)cc2)CC1)N/N=C/c1c[nH]c2ccccc12 | 3% | ? | 4% | 7% | 4% | -7% | ? | -17%

Following part:
9. Cc1ccc(C(=O)NCCCC(=O)O)o1
10. Cc1occc1-c1nnc(SCC(=O)NCCc2ccccc2)o1
11. CCOC(=O)C1C(=O)C=C(/C=C/c2ccccc2)CC1c1ccc(Cl)cc1 (stereo not given)
12. CC1(C)N=C(N)N=C(N)N1c1ccccc1
13. CC(C)(C)OC(=O)N[C@@H](Cc1ccccc1)[C@H](O)c1ccco1
14. COc1ccc(NC(=O)N(Cc2cc3cc(OC)c(OC)cc3[nH]c2=O)CC2CCCO2)cc1 (stereo not given)
15. COc1ccc(-c2noc(CCCC(=O)Nc3ccc(C(N)=O)cc3)n2)cc1OC
16. Cc1ccc(NS(=O)(=O)c2c(C)nc3sc(C)cn3c2=O)c(C)c1
Screen / compound no.,9,10,11,12,13,14,15,16
TR SRC2 fluor cs,-5%,-4%,-3%,-1%,-4%,1%,-1%,-2%
Tau fluor cs,-4%,-2%,-7%,-1%,-2%,-21%,-10%,-4%
ALDH1A1 block,10%,1%,-13%,3%,.,?,1%,.
aGal spleen mod,6%,4%,-13%,2%,2%,-1%,-12%,.
TRb SRC2 PPI,0%,-6%,-2%,-1%,9%,2%,-8%,-1%
L3MBTL1 block,1%,-3%,1%,.,.,-8%,53%[activator],.
Tau FP inhib,-12%,3%,-1%,-8%,-3%,1%,-2%,6%
Tau fibril ThT,-14%,2%,-12%,-2%,-3%,-18%,?,3%

17. COc1cc(C(=O)N2CCN(C/C=C/c3ccccc3)CC2)cc(OC)c1OC
18. CCCCS(=O)CC(CS(=O)CCCC)OC(=O)c1ccccc1 (stereo not given)
19. Cc1ccc(C)c(S(=O)(=O)Nc2ccccc2C(=O)Nc2ccc(S(=O)(=O)Nc3ncccn3)cc2)c1
20. COc1ccc(C(=O)c2cn(CC(=O)Nc3ccc4c(c3)OCCO4)c3ccc(OC)cc3c2=O)cc1
21. COc1cccc([C@H](O)Cn2cc(-c3ccc(CON=C(C)C)cc3)nn2)c1
22. COC(=O)c1cnc(Oc2ccc(NC(=O)NC(=O)c3c(OC)cccc3OC)cc2)cc1C(F)(F)F
23. Cc1cc(C)cc(NS(=O)(=O)c2ccc3c(c2)OCC(C(=O)N2CCCC2)O3)c1 (stereo not given)
24. COc1ccc(Cn2ccc3nc(C)c(C(=O)Nc4ccc(OC(F)(F)F)cc4)cc3c2=O)cc1
Screen / compound no.,17,18,19,20,21,22,23,24
TR SRC2 fluor cs,-7%,3%,1%,-2%,-1%[11.2 µM],0%,-3%,-6%
Tau fluor cs,0%,1%,16%,-19%,-6%[11.6 µM],-9%,-15%,-14%
ALDH1A1 block,?,2%,?,.,-7%[13.5 µM],9%,.,.
aGal spleen mod,6%,-8%,2%,.,2%[17.5 µM],-4%,.,.
TRb SRC2 PPI,-10%,0%,4%,4%,1%[11.2 µM],0%,-3%,3%
L3MBTL1 block,0%,5%,4%,.,-9%,14%,.,.
Tau FP inhib,-7%,12%,6%,12%,-1%[11.6 µM],-1%,-7%,-7%
Tau fibril ThT,-1%,4%,3%,10%,-12%[11.5 µM],-3%,-2%,-4%

25. COc1cc2oc(=O)c(Br)c(C)c2c(OC)c1OC
26. O=C(O)CCn1c(-c2ccccc2)cc2ccccc21
27. O=C(N/C(=C\c1cccs1)C(=O)N1CCOCC1)c1ccco1
28. Cc1ccc(Nc2c(-c3ccsc3)nc3c(C)cccn23)cc1
29. COc1ccc(COC(=O)N/N=C2/C[C@@H](O)[C@@H](O)[C@@H]3[C@@H]4C(=O)N(Cc5ccccc5)C(=O)[C@H]4CC[C@@H]23)cc1
30. Cc1ccc(CNC(=O)CCN2C(=O)C(C)Oc3ccc(C)cc32)cc1 (stereo not given)
31. CC(=O)c1cnc(Nc2nc(C)c3cc(C)c(C)cc3n2)nc1C
32. Cc1ccc(-n2c(/C=C/c3c(C)n(C)c4ccccc34)nc3ccccc3c2=O)cc1
Screen / compound no.,25,26,27,28,29,30,31,32
TR SRC2 fluor cs,-2%,-2%[53 µM],0%,-3%,-23%[11.2 µM],35µM*[quencher],-3%,8%
Tau fluor cs,-5%,-6%,3%,?,-7%[11.6 µM],-18%,-3%,-13%
ALDH1A1 block,13µM*,?,9%,.,9%[13.5 µM],.,6%,.
aGal spleen mod,3%,2%,10%,.,5%[17.5 µM],.,-15%,.
TRb SRC2 PPI,-8%,7%[53 µM],0%,3%,-2%[11.2 µM],-17%[53 µM],-5%,5%
L3MBTL1 block,2%,-6%,9%,.,.,.,-2%,.
Tau FP inhib,-3%,-4%,-3%,8%,-12%[11.6 µM],5%,0%,12%
Tau fibril ThT,-4%,1%,1%,?,-4%[11.5 µM],-14%,-4%,-7%

33. COc1ccc2[nH]c(=O)c(CN(C(=O)NC3CCCCC3)C3CCCCC3)cc2c1
34. CCOC(=O)C1(Cc2ccc(OC)cc2)CCN(C(=O)CCc2cnccn2)CC1
35. CCN(c1ccccc1)S(=O)(=O)c1ccc(Cl)c(NC(=O)COC(=O)c2ccc(O)cc2)c1
36. CCOC(=O)CNC(=O)CSc1ncnc2c1cnn2Cc1ccccc1
37. CC(C)Sc1cc(N2CCCC2)nc(-c2ccc(F)cc2)n1
38. CCn1cc2nc(SCC(=O)Nc3ccc(OC)cc3OC)n(Cc3ccc(Cl)cc3)c(=O)c2n1
39. Cc1cc(C)cc(OCC(=O)NNC(=O)C2CCCO2)c1 (stereo not given)
40. Cc1ccc(C)c(NC(=O)C(Cc2ccccc2)n2cccc2)c1 (stereo not given)
Screen / compound no.,33,34,35,36,37,38,39,40
TR SRC2 fluor cs,0%,-3%,-5%,-7%,-4%,-9%,1%,3%
Tau fluor cs,0%,-1%,?,-17%,-17%,-23%,-4%,-20%
ALDH1A1 block,?,.,7%,?,-8%,.,6%,.
aGal spleen mod,7%,2%,-6%,-3%,-1%,.,5%,.
TRb SRC2 PPI,9%,5%,-4%,-8%,-1%,-3%,4%,-6%
L3MBTL1 block,-6%,-7%,-12%,-6%,42%[activator],.,-22%,.
Tau FP inhib,-2%,-8%,?,-6%,-6%,9%,3%,0%
Tau fibril ThT,-6%,-4%,8%,-12%,-1%,-16%,-4%,-14%

41. COc1ccccc1CNS(=O)(=O)c1ccc(C)cc1
42. COC(=O)C/C=C\[C@@H](C)[C@@H](/C=N\OC[C@@H](O)COCc1ccco1)NS(=O)(=O)c1ccc(C)cc1
43. Cc1nonc1C(=O)N/N=C/c1ccc(O)cc1O
44. COc1ccc(CCNC(=O)c2ccccc2Cl)cc1OC
45. Cc1ccc(C)c(CN2C(=O)C3(c4ccccc42)N(c2cccc(C(F)(F)F)c2)C(=O)CS3(=O)=O)c1 (stereo not given)
46. CCCN(CCC)c1nc(NC2CCN(C(=O)OCC)CC2)nc(OC)n1
Screen / compound no.,41,42,43,44,45,46
TR SRC2 fluor cs,1%,-1%[11.2 µM],-2%,-2%,6%,-2%
Tau fluor cs,-12%,-15%[11.6 µM],12%[2.34 µM],3%,-17%,-11%
ALDH1A1 block,2%,-6%[13.5 µM],9%,2%,.,?
aGal spleen mod,-1%,-7%[17.5 µM],-7%,13%,.,-6%
TRb SRC2 PPI,7%,3%[11.2 µM],-4%,0%,6%,3%
L3MBTL1 block,.,.,6%,15%,.,-2%
Tau FP inhib,-2%,3%[11.6 µM],-7%[2.34 µM],10%,-15%,-5%
Tau fibril ThT,-5%,-15%[11.5 µM],7%,0%,-14%,?

Assay outcomes deposited in PubChem BioAssay by National Center for Advancing Translational Sciences (NCATS).
